HTR2A ag – activates the mouse 5-HT2A serotonin receptor; P35363; CHO-K1 mHTR2A beta-arrestin complementation, luminescence; percent of 30 µM serotonin response; activation, % at 7.6 µM; 360,000 compounds, 0.66% hits; AID 624169;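 active means activation above a run cutoff, the mean activation of all tested compounds plus 3 SD, cut at about 14% in these data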;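 further: 0% = plate median of compound wells and 100% = 30 µM serotonin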
Target sequence (P35363 whole entry, looked up): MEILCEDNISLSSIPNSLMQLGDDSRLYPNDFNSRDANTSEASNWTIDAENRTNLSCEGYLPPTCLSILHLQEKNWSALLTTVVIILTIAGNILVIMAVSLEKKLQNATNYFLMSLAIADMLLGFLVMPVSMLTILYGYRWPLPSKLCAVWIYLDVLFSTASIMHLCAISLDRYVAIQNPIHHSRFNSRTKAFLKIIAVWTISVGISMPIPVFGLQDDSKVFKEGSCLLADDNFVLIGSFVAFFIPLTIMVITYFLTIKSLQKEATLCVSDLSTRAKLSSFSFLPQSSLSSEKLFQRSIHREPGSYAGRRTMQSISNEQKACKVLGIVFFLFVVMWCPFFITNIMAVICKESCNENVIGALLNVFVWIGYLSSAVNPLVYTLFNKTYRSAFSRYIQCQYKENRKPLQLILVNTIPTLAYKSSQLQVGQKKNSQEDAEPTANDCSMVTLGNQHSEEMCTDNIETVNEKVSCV
CaV13 ICDI inh – Primary screen for inhibitors of IQ motif and Ca2+-dependent inactivation inhibitor domain binding in CACNA1D, Förster resonance energy transfer in living cells, …; inhibition, % at 12.3 µM; HEK cells, CFP/YFP FRET ICDI-IQ, plate reader, 10 min; percent FRET-ratio fall versus neutral wells; 340,000 compounds, 0.098% hits;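 active means mean replicate inhibition of at least 30% and at least 1% of replicates passing that level; inconclusive means only one of the two criteria is met; inactive means neither criterion is met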;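 further: 0% = median of the neutral control wells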
ABHD5 PLIN5 PPI – ABHD5-PLIN5 protein interaction inhibition. Q00G26+Q8WTS1. Split G. princeps luciferase complementation, luminescence, 4 h. inhibition, % at 4 µM. 360,000 compounds, 0.78% hits;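 active means inhibition above the mean inhibition across every tested compound plus 3 SD, cut at about 22% in these data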;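 further: 0% = DMSO only wells and the 100% control is not disclosed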
H9c2 protect – myocardial damage modulation in H9c2 cells | 360,000 compounds, 0.63% hits | protection from H2O2 cell death, % at 20 µM | H9c2 cardiomyocytes, H2O2 injury protection, ATPLite, 2 h | AID 588492;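 active means compounds giving at least 50% protection of heart cells from peroxide-induced death in the single-dose screen, raw or plate-pattern-corrected value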;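 further: 0% = DMSO wells with peroxide and 100% = DMSO wells without peroxide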
Glyco luc inh – N-linked glycosylation inhibition; D54 ERlucT glycosylation luciferase reporter, 24 h; percent of 100 nM tunicamycin response; 360,000 compounds, 0.23% hits; reporter increase, % at 12.5 µM;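 active means mean luciferase reporter signal, scaled so untreated is 0 and the glycosylation-blocking control 100, at or above a set limit in every replicate; inconclusive means mean reaches the limit but not every replicate does; inactive means mean below the limit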;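 further: luciferase carries N-glycosylation sites so blocking glycosylation raises the light; 0% = median of neutral control wells and 100% = median of 100 nM tunicamycin wells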
Exocytosis inh – lytic granule exocytosis inhibition. TALL-104 LAMP-1 surface exposure, flow cytometry; cells stimulated with thapsigargin and PMA. inhibition, % at 10 µM. 360,000 compounds, 0.66% hits. AID 651702;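 active means inhibition above about 55%, limit read from the data; inconclusive means no clear call, values can overlap the other calls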
ABCB6 inh MLPCN – human ABCB6 transporter inhibition. K562-ABCB6 porphyrin accumulation, flow cytometry, 1 h; active compounds read low. AID 602162. 360,000 compounds, 0.19% hits. fluorescence ratio to DMSO, % at 10 µM;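 active means fluorescence ratio to DMSO below 75%, the collection mean minus 3 SD; inconclusive means too few cells collected in the well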;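 further: signal is porphyrin accumulated inside mitochondria; 100% equals median channel fluorescence of DMSO control wells; lower ratio means ABCB6 inhibition with less porphyrin fluorescence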
MC4R antagonist – antagonists of human melanocortin 4 receptor (MC4R); MC4R-expressing cells, MTII-stimulated cAMP, LANCE TR-FRET; inhibition, % at 6.5 µM; 360,000 compounds, 0.48% hits; AID 540295;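 active means inhibition above its plate's cutoff, the mean of tested wells on that plate plus 3 SD, cut at about 29% in these data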;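 further: 0% = Melanotan II alone and 100% = Melanotan II plus saturating MCL0020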
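Assay system: human MC4R-expressing U2OS cells; reagent: Melanotan II stimulation of cells; dosing: 6.5 µM single dose; timing: compound 30 min, challenge 1 h, detection 1 h; signal: TR-FRET cAMP assay; replicates: one well per compound, no replicates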
MC4R ag barr – human MC4R agonism via beta-arrestin; U2OS MC4R beta-arrestin complementation, luminescence; percent of melanotan II response, DMSO zero; activation, % at 8.9 µM; 360,000 compounds, 0.98% hits;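 active means activation above a per-plate cutoff, the mean activation of sample wells on that plate plus 3 SD, cut at about 8% in these data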
PDI turbidity – inhibitors of human protein disulfide isomerase; P07237; PDI insulin aggregation turbidity, A650, 90 min; inhibition, % at 10 µM; 350,000 compounds, 0.052% hits;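 active means mean inhibition across replicates of 30% or more, whatever share of single replicates reach that level; inconclusive means mean inhibition below 30% while every single replicate reaches 30%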;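 further: absorbance from insulin aggregation driven by PDI reduction with DTT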
Target sequence (P07237 whole entry, looked up): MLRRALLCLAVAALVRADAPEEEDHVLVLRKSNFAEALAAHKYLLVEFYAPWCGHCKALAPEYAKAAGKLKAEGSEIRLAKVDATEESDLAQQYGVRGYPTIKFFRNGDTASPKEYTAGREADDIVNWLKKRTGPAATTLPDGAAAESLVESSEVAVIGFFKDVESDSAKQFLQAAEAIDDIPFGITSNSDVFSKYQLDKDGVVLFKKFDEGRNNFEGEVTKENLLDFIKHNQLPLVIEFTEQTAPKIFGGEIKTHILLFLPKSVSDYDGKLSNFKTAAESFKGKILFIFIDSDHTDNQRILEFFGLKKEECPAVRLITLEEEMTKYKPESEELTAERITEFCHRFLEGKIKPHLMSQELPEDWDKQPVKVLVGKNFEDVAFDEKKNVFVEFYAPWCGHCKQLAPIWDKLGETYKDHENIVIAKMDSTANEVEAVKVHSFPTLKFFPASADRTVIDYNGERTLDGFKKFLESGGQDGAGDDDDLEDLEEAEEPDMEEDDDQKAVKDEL
Starred values were filed as active, the others as inactive; u = inconclusive; x = no result given.

SMILES	HTR2A ag	CaV13 ICDI inh	ABHD5 PLIN5 PPI	H9c2 protect	Glyco luc inh	Exocytosis inh	ABCB6 inh MLPCN	MC4R antagonist	MC4R ag barr	PDI turbidity
COc1cccc(Nc2c(F)c(OC)c(F)c(F)c2C(=O)O)c1	2	-1	-1	-1	3	1	98	20	-1.0	-1
CC(C)(C)NC(=O)CN(C(=O)c1csnn1)c1ccccc1-c1ccccc1	1	0	-4	3	3	-5	99	17	-0.6	-3
CCOC(=O)C1=C(CN2CCN(CCC#N)CC2)NC(=O)NC1c1ccc2c(c1)OCO2 (centres undefined)	-2	-4	-1	1	1	3	95	2	-2.6	6
COc1ccc(-c2nc(C#N)c(NCC3CCCO3)o2)cc1 (centres undefined)	2	-7	-11	1	2	-1	102	13	1.0	1
CSc1ccc(/C=N/N2CCN(Cc3ccccc3)CC2)cc1	0	-6	-12	-4	0	-3	103	7	0.3	2
NC(=O)CSc1nc(-c2ccccc2)nc2c1CCCC2	7	-3	-3	7	-1	-3	97	2	0.8	6
CC1CN(C(=O)COC(=O)c2cc(Cl)ccc2Cl)CC(C)O1 (centres undefined)	7	1	-8	0	2	-5	91	-1	1.1	13
O=C(NCc1ccc(F)cc1)c1cc(C2CCCCN2S(=O)(=O)c2ccc(F)cc2F)on1 (centres undefined)	-5	-5	2	1	-3	6	103	3	0.1	1
CC(=O)Nc1ccc(S(=O)(=O)N(Cc2ccccc2)C(C)C)cc1	2	-3	-5	-26	-2	-1	92	-4	-2.1	-1
CCOC(=O)N1CCN(C(=O)c2cc(COc3ccc(Cl)cc3OC)on2)CC1	-1	-2	13	4	-1	36	99	2	-1.1	-1
O=C(CCCN1C(=O)c2cccc3cccc(c23)C1=O)N1CCN(c2ccccc2)CC1	6	-1	3	5	0	0	93	-1	2.5	4
COc1cccc(-n2cc(CN(C)C(=O)C3CCC(=O)N(C4CC4)C3)cn2)c1 (centres undefined)	4	-10	0	1	2	-14	94	1	0.7	0
COc1ccc(CCn2c(=N)c(C(=O)NCCN3CCOCC3)cc3c(=O)n4cccc(C)c4nc32)cc1OC	1	-6	6	61*	u	10	100	5	-2.8	-10
C=CCN=C1CC(C)(C)CC(=O)/C1=C(\O)CCCN1C(=O)c2ccccc2C1=O	6	-6	1	2	2	-1	101	27	2.3	3
O=C(Nn1cnc2ccccc2c1=O)c1cccc(Cl)c1	1	-2	3	3	2	-4	92	15	-1.0	4

Only PDI turbidity (2 entries from above):
Structure	PDI turbidity
CCOC(=O)C1=C(CN2CCN(CCC#N)CC2)NC(=O)NC1c1ccc2c(c1)OCO2 (centres undefined)	6
COc1ccc(-c2nc(C#N)c(NCC3CCCO3)o2)cc1 (centres undefined)	1

Next section.
SMILES	HTR2A ag	CaV13 ICDI inh	ABHD5 PLIN5 PPI	H9c2 protect	Glyco luc inh	Exocytosis inh	ABCB6 inh MLPCN	MC4R antagonist	MC4R ag barr	PDI turbidity
O=C(Nc1c(F)c(F)c(F)c(F)c1F)c1ccc(Br)o1	5	-12	-2	10	2	-8	97	3	-0.3	-14
Cc1ccccc1C(=O)Nc1ccc(Cl)cn1	2	-4	-4	1	-1	0	94	-7	-2.2	-5
COc1ccc(OC)c(C2CC(=O)C(C)C(c3cc(OC)ccc3OC)N2)c1 (centres undefined)	0	-5	0	-14	-1	-3	99	3	-1.6	6
CC(C)(C)N1C(=O)[C@H]2[C@@H](c3ccc(Br)cc3)N3C(=O)N(c4ccccc4)C(=O)[C@@]3(C)[C@H]2C1=O	8	-5	-1	3	0	-1	97	0	0.6	-4
S=c1nc(SCc2ccccc2)[nH]c2ccccc12	1	1	-8	-3	-3	-4	102	1	-3.4	-1
COc1ccc(C)cc1NC(=O)NCCCCc1ccccc1	-13	-7	-3	-4	-3	2	87	2	0.6	-5
COc1cccc(CNC(=O)CN(C)S(=O)(=O)c2ccc3c(c2)n(C)c(=O)c(=O)n3C)c1	-2	-3	7	7	3	-1	102	-6	-3.0	-2
Cc1nc2ccc(C(=O)N(C)CC3CCCN(CCc4ccc(Cl)cc4)C3)cc2[nH]1 (centres undefined)	-5	-2	-3	1	-3	7	98	6	-1.1	18
CC1(C)CC(c2csc(N)n2)CCO1 (centres undefined)	5	x	10	7	0	-2	107	1	2.0	-2
CCOC(=O)CC1=C(C(=O)OCC)C(c2cc(OC)c(OC)cc2OC)C(C#N)=C(N)O1 (centres undefined)	0	-3	-2	10	-1	-1	93	5	-3.3	-4
O=C1/C(=C/c2ccccn2)SC(=S)N1NS(=O)(=O)c1ccccc1	1	5	4	14	3	6	101	0	-2.7	-2
COc1cc(CNCCCN2CCOCC2)c(Br)cc1OCC(=O)Nc1ccccc1C	-2	7	5	21	-2	10	96	9	-1.1	-9
CNC(=O)/C(C#N)=C/c1c(N(Cc2ccccc2)Cc2ccccc2)nc2c(C)cccn2c1=O	4	-4	7	20	-1	2	98	-1	0.6	8
CCN(CC)S(=O)(=O)c1ccc(F)cc1	-6	-8	12	1	1	-1	105	3	1.3	-2
COc1nnc(OC)c2ccccc12	0	-8	-4	6	1	-2	97	11	0.3	-5
CC12CN3CCN(CC(C3)C1(O)CN1CCOCC1)C2 (centres undefined)	-4	-3	-1	-1	7	1	105	2	-0.9	-4
COc1ccc(C(C)=O)cc1COc1ccc(F)cc1	-5	-1	-4	6	-2	1	93	-7	-4.0	10
COCCn1c(SCC(=O)Nc2cc(Cl)ccc2OC)nc2c(c1=O)SC(C)C2 (centres undefined)	-4	-3	3	9	1	2	96	7	-0.3	x
CCn1c2ccc(F)cc2c2nnc(SCCN3CCOCC3)nc21	-1	-4	0	4	-1	5	95	-1	-0.6	1
CCCn1c(/C=C/c2ccccc2)nc2ccccc21	-2	-4	-6	-12	-9	-3	98	9	-2.2	-2
O=c1c2ccccc2nnn1CSc1nnc(-c2cccc(S(=O)(=O)N3CCCCC3)c2)o1	-1	x	2	26	-4	2	94	-2	-2.4	3
Cc1nc(C)n(CC(O)COc2ccc3ccccc3c2)n1 (centres undefined)	-4	-3	-8	-1	1	13	98	3	-1.7	3
CC(=O)c1cccc(NC(=O)COc2ccc3oc(=O)cc(C)c3c2)c1	-3	x	-6	17	-1	2	97	5	-0.8	x
O=C(COC(=O)c1cc(S(=O)(=O)N2CCOCC2)ccc1F)Nc1ccc2c(c1)OCO2	5	-6	-5	5	1	-1	95	-15	-2.4	3
COC(=O)c1ccccc1NC(=O)c1c(Br)cnn1C	-1	-6	-2	8	3	4	100	-9	-1.9	8
O=C(Cn1cc(C(F)(F)F)cc(Cl)c1=O)NCc1ccc(Cl)cc1	3	-4	-3	-1	5	-2	99	14	1.0	2
CC1(C(=O)NCc2ccccc2)CSCC(=O)N1C1CC1 (centres undefined)	2	-10	-4	x	x	-2	x	x	x	x
COc1ccc(OC(C)=O)c(C2c3cc(OC)c(OC)cc3CCN2C(C)=O)c1 (centres undefined)	4	x	-7	9	7	1	100	22	-0.9	-6
COc1ccc(C(=O)Cn2c(N3CCCCC3)nc3c2c(=O)n(C)c(=O)n3C)cc1OC	9	-2	-6	8	0	0	104	12	0.3	12
CCOC(=O)C1=NN(C(C)=O)C2(CC(=O)N(c3cccc(C)c3)C2=O)C1 (centres undefined)	3	-18	0	2	2	-2	99	20	-2.4	9
COC(=O)c1ccc(NC(=O)C2CCN(C(=O)Nc3ccccc3)CC2)cc1	-8	-3	-10	-2	7	2	98	5	1.1	0
Cc1nc(=O)c(-c2ccccc2)c(C)n1-c1ccccc1C(=O)O	2	8	3	-2	1	1	94	-1	-1.5	-9
CCc1ccc(OCC(=O)N2CCN=C2c2ccccc2)cc1	1	x	-4	8	1	-2	108	12	1.4	4
CC(CCc1ccccc1)NC(=S)NC(=O)c1ccco1 (centres undefined)	3	-7	0	3	0	-1	96	3	-3.4	-1
Cc1[nH]c(=O)[nH]c(=O)c1S(=O)(=O)N1CCCC(C(=O)NCc2ccco2)C1 (centres undefined)	4	-3	-3	2	3	0	100	11	3.0	-1
CC1=NN(c2ccc(C(F)(F)F)cn2)C(=O)C1	-5	-13	8	10	1	-4	87	-1	-2.1	-17
O=C(c1cc(-c2ccc(Br)cc2)nc2ccccc12)N1CCC1	-12	-6	2	4	-1	3	104	-3	-2.1	6
C=CC(C)(C)c1[nH]cnc1/C=C1\NC(=O)C(C(C)C)NC1=O (centres undefined)	4	x	2	0	9	2	98	2	0.7	x
Cn1c(CNC(=O)c2ccco2)nnc1SCC(=O)c1ccc(F)cc1	6	-6	-5	2	2	-3	101	1	-3.2	-9
O=c1c(-c2ccc(Cl)cc2)[n+]([O-])c2ccccc2n1OCc1nc2ccccc2[nH]1	-1	-5	0	3	4	-3	95	-1	3.0	1
N#Cc1ccc(CSc2ccccn2)c(Cl)c1	3	-20	10	-6	-1	81*	97	8	-0.1	-1
CC(=NCCCN(C)C)C1=C(O)c2ccccc2C1=O	-4	-5	11	-5	-3	-1	106	2	1.4	-10
CCCNC(=O)C1(C)CCN(Cc2cc(C)n(C)n2)C1 (centres undefined)	0	-7	-5	13	1	-1	100	2	-0.3	13
CCN(CC)c1ccc(/C=N/N2CCN(Cc3ccccc3)CC2)c(O)c1	-2	-3	-5	-12	-1	0	102	8	-0.2	1
O=C(COC(=O)C1CCC1)NCc1ccc(F)cc1	3	x	2	16	2	-12	101	4	-1.9	-3
COc1cccc(C(=O)NNS(=O)(=O)c2ccc(C)cc2)c1	-2	-2	-5	1	1	7	95	19	-1.2	5
Cc1ccccc1CNC(=O)c1ccccc1	1	-8	-5	-6	1	-2	93	-4	0.2	0
COc1ccc(NC(=O)CN(C)C(=O)/C=C/c2ccc(S(=O)(=O)N3CCCCCC3)cc2)cc1	-3	x	-3	-3	-5	-3	98	0	30*	-3
CC(C)N1CCN(Cc2ccoc2)CC1CCO (centres undefined)	-3	-5	2	10	-4	-1	99	-10	0.7	-7
O=C1/C(=N\S(=O)(=O)c2cccs2)C([n+]2ccc(CCCc3ccccc3)cc2)=C([O-])c2ccccc21	6	-19	4	-10	7	6	98	6	-1.1	-2
CC1(C)CC(O)CC(C)(C)N1CC(O)COCCOc1ccc(Br)cc1 (centres undefined)	-4	-4	0	11	1	-1	93	1	-1.1	-9
Cc1c(Nc2c3ccccc3nc3ccccc23)c(=O)n(-c2ccccc2)n1C	11	165*	0	4	3	6	99	-1	-0.3	0
CN(CC(=O)Nc1cccc(F)c1)C(=O)CCc1nc2sc3c(c2c(=O)[nH]1)CCCC3	2	-7	-4	15	0	6	100	9	1.8	-2
Cc1cccc(NC(=O)c2cc(NC(=O)c3ccco3)ccc2Cl)n1	11	-5	-1	7	-2	0	96	7	1.2	-1

Screens as filed in PubChem.
